# HIV peptide binding: inhibitors of HIV fusion peptide binding, primary screen, biochemical, uHTS, fluorescence dequenching (AID 1986); cell-free peptide binding, fluorescence dequenching, 30 min; higher % means a stronger effect; inhibition, % at 20 µM; hits with a dose series show IC50 in µM; actives 0.3% (n = 290,000); in the data active = inhibition mostly above about 52%, no sharp cut-off; inactive = mostly below about 76%; also: some results filed as inactive read as strong as hits
# GPR55 beta-arrestin: GPR55 agonists via beta-arrestin recruitment, primary screen, imaging, U2OS cells, beta-arrestin-GFP redistribution (AID 1961); U2OS GPR55 beta-arrestin-GFP redistribution imaging; higher % means a stronger effect; one-dose activation, % at 10 µM; EC50 in µM for titrated hits; actives 0.048% (n = 290,000);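 active = activation above 40% with more than 50 cells counted in the well; inconclusive = wells holding fewer than 50 cells, flagged as toxic or sparse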;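 also: U2OS osteosarcoma cells stably expressing GPR55 and beta-arrestin-GFP; plate controls were DMSO negative control for no effect and LPI positive control for full effect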
# KOR beta-arrestin-1: KOR antagonists, beta-arrestin recruitment, cell-based, luminescence, uHTS (AID 1778) | KOR beta-arrestin recruitment, luminescence, antagonist mode; higher % means a stronger effect | inhibition, % at 10 µM, or IC50 in µM where a hit was titrated | actives 0.091% (n = 290,000); also: strong numbers were not always called active
# GPR55 LPI antagonism: GPR55 antagonists blocking LPI-driven arrestin recruitment, primary screen, imaging, U2OS, beta-arrestin-GFP, LPI agonist (AID 2013); U2OS GPR55 beta-arrestin-GFP translocation imaging, LPI antagonism; higher % means a stronger effect; actives 0.13% (n = 290,000); inhibition, % at 10 µM, or IC50 in µM where a hit was titrated;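 active = spots per cell inhibited over 60%, with over 100 cells counted and total cytoplasm intensity under 500,000; inconclusive = wells with under 100 cells, flagged as likely toxic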;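 also: U2OS cells stably carrying GPR55 and arrestin-GFP stimulated by 5 µM LPI near EC80; imaged beta-arrestin-GFP aggregate spots per cell after agonist stimulation; plate controls were LPI-stimulated DMSO wells for no effect and DMSO wells without LPI for full effect; some results filed as inactive read as strong as hits; confirmed hits need IC50 under 10 µM and bright autofluorescent wells are also inconclusive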
# KOR beta-arrestin-2: kappa opioid receptor activators – cell-based, luminescence, uHTS, primary screen (AID 1777) | KOR beta-arrestin recruitment, luminescence; higher % means a stronger effect | one-dose activation, % at 10 µM; EC50 in µM for titrated hits | actives 0.02% (n = 280,000); in the data active = activation above about 50%, passing the limit was not always enough; also: a part of the inactive calls stands beside numbers as strong as those of hits
# Myeloid diff 2: promotes myeloid progenitor differentiation | actives 1% (n = 360,000) | calls only at 10 µM | ER-HoxA9 myeloid progenitors, lysozyme-GFP differentiation, flow cytometry | AID 624256;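 active = normalized GFP-positive differentiation at or above the plate's own cutoff, the solvent-only control mean plus 3 SD; inconclusive = no clear call, values can overlap the other calls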;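 also: cells exposed to compound for four days before flow analysis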
# NOD1 NF-kB reporter: inhibition of NOD1-driven NF-kB reporter – cell-based, luminescence, uHTS, primary screen (AID 1578); NOD1-driven NF-kB luciferase reporter cells, luminescence; higher % means a stronger effect; inhibition, % at 4 µM; hits with a dose series show EC50 in µM; actives 1% (n = 290,000); in the data active = inhibition mostly above about 36%, no sharp cut-off; inactive = mostly below about 34%;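 also: HEK-293T reporter cells stimulated with the NOD1 agonist gamma-tri-DAP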
# HEK293 NOD2/NF-kB: NOD2 signaling inhibitors, cell-based, luminescence, uHTS, HEK293 (AID 1566); actives 0.63% (n = 290,000); HEK293 NOD2/NF-kB luciferase reporter, luminescence; higher % means a stronger effect; inhibition, % at 4 µM; hits with a dose series show EC50 in µM; also: many of its hits are not listed in these tables
# GPR35 arrestin U2OS: GPR35 antagonists blocking zaprinast-driven arrestin recruitment, primary screen, imaging, U2OS, beta-arrestin-GFP, zaprinast agonist (AID 2058); U2OS GPR35 beta-arrestin-GFP translocation imaging, zaprinast antagonism; higher % means a stronger effect; one-dose inhibition, % at 10 µM; IC50 in µM for titrated hits; actives 0.052% (n = 290,000);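 active = inhibition of at least 50% with at least 30 cells and total cytoplasm GFP at most 10,000,000; inconclusive = under 30 cells or total GFP of 10,000,000 plus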
# Myeloid diff 2 GFP+ MAC1+ %: further read-out of Myeloid diff 2, marked with its call; GFP+ MAC1+ double positive, %; measured here: differentiation confirmed by MAC1 staining
# Active calls of the source: *; i = inactive; u = inconclusive; x = not tested or not shown; [ ] = dose if it differs, or a comment. Rule as the data show it, unless noted: active = inhibition above about 50%; inactive = the rest. Only part of the results is shown; count on the stated rates, not on these rows.
# Preview (3 entries):
SMILES,HIV peptide binding,GPR55 beta-arrestin,KOR beta-arrestin-1,GPR55 LPI antagonism,KOR beta-arrestin-2,Myeloid diff 2,Myeloid diff 2 GFP+ MAC1+ %,NOD1 NF-kB reporter,HEK293 NOD2/NF-kB,GPR35 arrestin U2OS
CC1CN(CC(=O)c2c(N)n(Cc3ccccc3)c(=O)n(C)c2=O)CC(C)O1 (stereo unspecified),-1.0%,0.1%,-25.4%,-0.7%,0.5%,i,8.6,-16.0%,18.9%,-3.5%
Cc1nn(C(C)C(=O)c2cccc(Cl)c2)c(C)c1[N+](=O)[O-] (stereo unspecified),0.5%,-0.1%,13.6%[20 µM],1.5%,0.3%,i,1.8,-25.1%,-4.4%,2.2%
CCSc1ccccc1C(=O)NCc1cccnc1,1.3%,0.1%,-0.6%,0.9%,3.2%,i,0.7,-22.3%,2.4%,6.8%

# The whole of this part, from the first entry:
SMILES,HIV peptide binding,GPR55 beta-arrestin,KOR beta-arrestin-1,GPR55 LPI antagonism,KOR beta-arrestin-2,Myeloid diff 2,Myeloid diff 2 GFP+ MAC1+ %,NOD1 NF-kB reporter,HEK293 NOD2/NF-kB,GPR35 arrestin U2OS
CC1CN(CC(=O)c2c(N)n(Cc3ccccc3)c(=O)n(C)c2=O)CC(C)O1 (stereo unspecified),-1.0%,0.1%,-25.4%,-0.7%,0.5%,i,8.6,-16.0%,18.9%,-3.5%
Cc1nn(C(C)C(=O)c2cccc(Cl)c2)c(C)c1[N+](=O)[O-] (stereo unspecified),0.5%,-0.1%,13.6%[20 µM],1.5%,0.3%,i,1.8,-25.1%,-4.4%,2.2%
CCSc1ccccc1C(=O)NCc1cccnc1,1.3%,0.1%,-0.6%,0.9%,3.2%,i,0.7,-22.3%,2.4%,6.8%
Cc1ccc(OCCSc2nc3ccccc3n2CCC(=O)O)cc1,0.1%,0.4%,-44.9%[20 µM],1.1%,2.0%,i,0.7,-7.5%,17.9%,-0.5%
O=C(c1cccs1)N1CCN(C/C=C/c2ccccc2)CC1,-3.1%,-0.2%,4.0%,-8.4%,x,i,0.3,-20.2%,2.5%,-2.2%
COc1ccc(C(=O)NNC(=O)C2CC=CCC2)cc1 (stereo unspecified),2.3%,-0.1%,-14.4%,3.2%,0.2%,i,0.6,1.4%,-6.7%,1.5%
O=C(COC(=O)/C=C/c1ccc(Cl)cc1Cl)Nc1ccc2c(c1)OCCO2,-1.3%,-0.1%,-46.1%[20 µM],-3.3%,-1.3%,i,0.2,-7.2%,-4.2%,13.4%
O=C(COC(=O)CCN1C(=O)c2cccc([N+](=O)[O-])c2C1=O)NC1CCS(=O)(=O)C1 (stereo unspecified),-0.1%,0.7%,-29.7%,-6.5%,2.1%,i,1.2,-35.4%,-1.1%,2.3%
O=CN1CCCN(Cc2nc(-c3cccc(Cl)c3)no2)CC1,1.5%,-0.1%,13.8%,-2.7%,-0.7%,i,0.1,-24.8%,-14.7%,4.7%
O=Cc1ccc(OCC(=O)NCC2CCCO2)cc1 (stereo unspecified),0.4%,0.0%,-7.8%,-3.7%,0.4%,i,1.2,-17.5%,-4.6%,-16.4%
CC(=O)c1ccc(N2CCN(C(=O)c3cccs3)CC2)c(F)c1,0.2%,-0.2%,4.9%[20 µM],7.2%,-5.6%,i,0.3,-34.9%,-25.9%,-4.4%
Cc1sc2ncnc(SCC#N)c2c1C,0.1%,-0.3%,-43.9%,-3.7%,-1.8%,i,1.9,33.2%,19.3%,-0.9%
NC(=O)C1CCN(C(=O)CCSCc2ccccc2)CC1,-2.4%,0.2%,-0.5%,5.2%,-0.1%,i,0.5,-21.3%,-15.1%,-5.6%
Cc1c(N(C(=O)Cc2cccs2)C2(C(=O)NC3CCCC3)CCCCC2)c(=O)n(-c2ccccc2)n1C,0.3%,-0.3%,-10.7%,10.0%,-2.3%,i,0.7,-10.5%,1.2%,-17.7%
CCN(CC)S(=O)(=O)c1cccc(C(=O)NC(Cc2c[nH]c3ccccc23)c2nnc3n2CCC3)c1 (stereo unspecified),-0.9%,0.0%,24.2%,-4.1%,-2.4%,i,0.9,-10.2%,-2.4%,-6.5%
CC(=O)c1ccc(NC(=O)C[n+]2cccc(C)c2)cc1,0.9%,-0.2%,-13.0%,-10.7%,-2.6%,i,0.2,-20.9%,-1.1%,4.6%
CC(C)(C)c1ccc(OCC(=O)Nc2ccc(C(=O)Nc3ccccc3C(=O)O)cc2)cc1,72.4%,0.0%,-8.7%,-1.8%,-1.8%,i,0.4,41.5%,41.4%,10.9%
O=C(NCc1ccccc1Cl)c1ccc(S(=O)(=O)Nc2cccc(C(F)(F)F)c2)cc1,5.2%,-0.2%,-16.6%,8.6%,-1.6%,i,0.3,-23.9%,-4.1%,-3.4%
Cc1cc(C)cc(-n2ncc3c2CCCC3NC(=O)CCN2CCCC2=O)c1 (stereo unspecified),3.2%,-0.1%,-18.7%,19.0%,2.3%,i,0.5,-18.3%,-1.1%,14.0%
CCOc1ccccc1NC(=O)CN(c1ccc(Cl)cc1)S(C)(=O)=O,1.0%,-0.3%,-29.3%,1.0%,3.3%,i,0.4,-8.0%,2.8%,-1.2%
FC(F)(F)c1cccc(Nc2ncnc3ccccc23)c1,-1.6%,-0.1%,50.2%,-2.9%,-5.7%,i,2.8,4.6%,23.4%,-16.3%
Cc1sc2nc(SCc3nc4ccccc4[nH]3)n(Cc3ccco3)c(=O)c2c1C,2.7%,-0.1%,-4.0%,3.1%,-3.6%,i,0.7,-12.4%,-13.8%,0.9%
COc1ccc(C(=O)N2CCN(S(=O)(=O)c3cc(Cl)ccc3OC)CC2)cc1,0.7%,-0.1%,-12.3%,11.4%,0.8%,i,0.5,-24.9%,20.6%,6.1%
NS(=O)(=O)c1ccc2nc(NC(=O)C3CCCO3)sc2c1 (stereo unspecified),1.2%,0.8%,3.7%,5.6%,0.0%,i,0.5,-32.8%,-10.0%,4.1%
O=C(O)c1ccc(N2CCCC2=O)cc1,-2.9%,-0.1%,7.0%,5.3%,-1.8%,i,0.7,2.6%,9.5%,13.7%
C=CCn1c(SCC(=O)N2CCOCC2)nc(O)c(Cc2ccccc2)c1=O,0.9%,-0.2%,-5.0%,8.4%,-6.6%,i,1.0,-12.6%,-7.3%,3.6%
COc1ccc(CNC(=O)c2csnn2)cc1,-1.1%,-0.1%,-5.0%,4.7%,-3.9%,i,4.8,31.9%,-2.0%,-3.5%
O=C1c2ccccc2C(O)N1Cc1ccccc1Cl (stereo unspecified),-1.8%,-0.1%,14.1%,1.2%,-2.4%,i,1.3,-5.1%,3.1%,4.5%
COc1ccc(-c2csc3nc(C)nc(N4CCN(c5ccc(C(C)=O)cc5)CC4)c23)cc1OC,0.3%,0.5%,-9.1%,15.6%,4.3%,i,0.2,34.8%,-5.1%,-4.9%
Cc1cccc(C(=O)N2CCCCCC2)c1,-1.6%,-0.2%,10.2%,4.2%,-6.6%,i,0.7,-10.3%,5.4%,7.2%
Cc1ccc(N=C2NC(=O)/C(=C/c3cccn3C)S2)cc1C,2.1%,-0.2%,9.1%,18.8%,0.0%,i,0.4,-5.7%,-47.3%,10.0%
COc1ccc(CC(C)Nc2ccccc2F)cc1 (stereo unspecified),-0.1%,-0.2%,-18.7%,8.7%,-2.0%,x,x,-31.6%,-10.8%,1.6%
CCCc1nnc(SCC(=O)Nc2nc(C)cs2)n1CCOC,-0.8%,-0.2%,-20.8%,10.5%,-3.2%,i,2.1,-25.2%,1.8%,5.2%
CC(C)(C)c1ccc(C(=O)NCCCNC(=O)c2ccco2)cc1,1.5%,0.2%,-25.8%,-17.9%,4.3%,u,x,4.9%,-0.3%,14.9%
COc1ccc(CN2CCN(Cc3ccc(CO)o3)CC2CCO)cc1C (stereo unspecified),2.5%,-0.3%,-11.6%,-4.6%,2.4%,i,1.6,11.1%,0.6%,-3.1%
CC(=O)Nc1ccc(NC(=O)CS(=O)(=O)c2cn(CC(=O)N3CCCCC3)c3ccccc23)cc1,1.4%,-0.1%,35.5%,4.4%,-2.3%,i,0.7,-34.5%,1.8%,2.7%
Cn1c(-c2cccc3ccccc23)n[nH]c1=S,-1.7%,0.5%,-57.5%,1.5%,2.9%,i,0.7,-17.7%,-7.7%,2.2%
O=C(CN1CCCC1)Nc1ccc(Br)cc1[N+](=O)[O-],0.0%,-0.2%,-60.6%[20 µM],-11.8%,6.3%,i,0.6,33.6%,12.5%,-15.5%
CCOc1nc(NC(=O)NS(=O)(=O)c2ccccc2F)nc(-c2ccccc2)n1,-1.1%,-0.4%,-1.0%,-4.4%,5.3%,i,0.0,-13.9%,-1.0%,12.8%
Cc1cccc(C)c1OCC(O)CNC(C)c1ccccc1 (stereo unspecified),-0.3%,0.0%,-2.8%,12.1%,1.5%,i,1.4,-10.0%,-7.0%,-11.4%
Cc1c(OCC(=O)NCCCN2CCOCC2)ccc2c1oc(=O)c1ccccc12,0.0%,-0.1%,-10.0%,-0.1%,7.5%,i,2.3,-25.1%,13.9%,3.4%
Cc1nc(-c2ccc(S(=O)(=O)N3CCN(Cc4ccccc4)CC3)s2)cs1,0.8%,0.3%,16.0%,7.4%,-1.8%,i,0.5,1.7%,18.8%,1.2%
COc1ccc(COCC(O)CN2CCC(C(N)=O)CC2)cc1 (stereo unspecified),-0.3%,0.7%,7.9%,14.1%,3.1%,i,0.5,-9.9%,17.4%,-0.7%
COC(CNC(=O)c1c[nH]c2ccc(S(=O)(=O)N3CCC4(CC3)OCCO4)cc2c1=O)OC,0.6%,0.0%,-30.1%,6.6%,0.2%,i,0.5,-16.6%,16.6%,-7.9%
N#Cc1ccc(CSc2nnc3[nH]c(=O)cc(N)n23)cc1,-1.1%,0.0%,11.3%,5.4%,0.1%,i,0.2,3.1%,3.6%,2.6%
COc1ccc(-n2c(C)cc(C(=O)CSc3nn4c(=O)c(C(C)(C)C)nnc4s3)c2C)cc1,-2.4%,-0.1%,-1.8%,7.6%,-2.8%,i,0.5,-1.9%,11.5%,-2.8%
Cc1ccc(C(=O)N/N=C\c2ccc([N+](=O)[O-])o2)cn1,15.0%,-0.2%,-11.7%,-6.1%,5.5%,i,0.7,13.2%,36.0%,-9.9%
CCNS(=O)(=O)c1ccc(NC(=O)c2ccccc2OCC)cc1,-0.1%,-0.1%,40.5%,-0.3%,-1.3%,i,5.6,-20.0%,10.0%,-6.1%

# Source: PubChem BioAssay
